PfHsp40 yeast: compounds rescuing yeast from Plasmodium falciparum HSP40 toxicity; actives 0.68% (n = 340,000); growth rescue, % at 12.5 µM; AID 504582; S. cerevisiae expressing PfHsp40, growth rescue, ATP luminescence; in the data active = growth rescue above about 28%, passing the limit was not always enough;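 also: yeast W303a lacking pdr1 and pdr3 grown in galactose medium; growth measured after three days at 30 °C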
BoNT-A LC inh2: inhibitors of Botulinum neurotoxin A light chain protease; multiplex microsphere protease substrate cleavage, flow cytometry; inhibition, % at 10 µM; actives 0.17% (n = 360,000); AID 588499; also: plate controls were buffer without enzyme for full effect and enzyme alone for no effect
Anthrax LF prot: anthrax lethal factor protease inhibition. P15917. multiplex microsphere protease cleavage assay, LF. inhibition, % at 10 µM. actives 0.12% (n = 360,000); also: plate controls were buffer without enzyme for full effect and enzyme alone for no effect
BoNT-F LC inh: blocks Botulinum neurotoxin F light chain protease. AID 588497. Multiplex microsphere protease cleavage assay, flow cytometry. inhibition, % at 10 µM. actives 0.22% (n = 360,000); in the data active = inhibition above about 35%, passing the limit was not always enough; also: plate controls were buffer without enzyme for full effect and enzyme alone for no effect
BioA inh: BioA (M. tuberculosis) enzyme inhibition. actives 0.096% (n = 360,000). purified M. tuberculosis BioA enzyme, plate reader. inhibition, % at 9.99 µM. AID 602481; in the data active = inhibition above about 40%
Mtb FBA inh: Mtb fructose-bisphosphate aldolase inhibition; P9WQA3; purified M. tuberculosis FBA, fluorescence read-out; inhibition, % at 1 µM; actives 2.3% (n = 360,000); AID 588726; in the data active = inhibition above about 27%;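 also: 0% = vehicle and 100% = reference inhibitor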
Target sequence (P9WQA3 whole entry, looked up): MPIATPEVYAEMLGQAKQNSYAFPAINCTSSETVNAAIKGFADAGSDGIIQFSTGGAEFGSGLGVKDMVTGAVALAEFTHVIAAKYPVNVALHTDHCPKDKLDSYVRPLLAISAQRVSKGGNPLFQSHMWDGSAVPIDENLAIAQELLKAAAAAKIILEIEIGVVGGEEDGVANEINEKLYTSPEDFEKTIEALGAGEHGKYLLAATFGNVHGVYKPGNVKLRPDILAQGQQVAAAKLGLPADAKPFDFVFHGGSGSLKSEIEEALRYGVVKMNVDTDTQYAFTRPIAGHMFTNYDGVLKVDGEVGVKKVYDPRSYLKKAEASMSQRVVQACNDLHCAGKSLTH
Mtb UGM inh: blocks M. tuberculosis UGM enzyme; P9WIQ1; purified UGM, fluorescence polarization probe displacement; inhibition, % at 10 µM; actives 0.06% (n = 320,000); AID 504406; in the data active = inhibition above about 10%, passing the limit was not always enough
Target sequence (P9WIQ1 whole entry, looked up): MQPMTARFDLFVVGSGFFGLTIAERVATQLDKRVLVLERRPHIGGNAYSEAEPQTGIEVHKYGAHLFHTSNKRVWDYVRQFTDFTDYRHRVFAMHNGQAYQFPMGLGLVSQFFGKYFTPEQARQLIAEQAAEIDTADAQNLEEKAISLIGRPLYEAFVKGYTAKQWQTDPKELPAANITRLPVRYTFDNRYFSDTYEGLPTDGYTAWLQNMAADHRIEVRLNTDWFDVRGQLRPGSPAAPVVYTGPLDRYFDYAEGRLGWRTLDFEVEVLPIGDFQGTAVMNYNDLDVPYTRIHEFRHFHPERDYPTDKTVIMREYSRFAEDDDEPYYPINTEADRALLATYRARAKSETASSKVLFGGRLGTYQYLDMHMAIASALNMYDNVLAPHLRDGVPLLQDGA
GDH-TPI counter: counter-screen for M. tuberculosis FBA inhibitors: GDH-TPI coupled enzymes; GDH-TPI coupled enzyme counterscreen, NADH absorbance; inhibition, % at 4.8 µM; actives 1.2% (n = 360,000); in the data active = inhibition above about 30%;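 also: 0% = DMSO wells and 100% = wells lacking the enzyme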
FadD28 binding: blocks FadD28 binding to the bisubstrate probe; AID 588549; inhibition, % at 12.5 µM; fluorescence polarization; actives 0.22% (n = 360,000); in the data active = inhibition above about 8.5%, passing the limit was not always enough
* hit, by the source's call; nt = not tested or not shown. Rule as the data show it, unless noted: active = inhibition above about 30%; inconclusive = no clear call, values can overlap the other calls; inactive = below that.

Start of the listing, in advance, 6 compounds:
SMILES | PfHsp40 yeast | BoNT-A LC inh2 | Anthrax LF prot | BoNT-F LC inh | BioA inh | Mtb FBA inh | Mtb UGM inh | GDH-TPI counter | FadD28 binding
O=C(NCCCNC(=O)c1ccc(Cl)cc1Cl)c1ccccn1 | -0.1 | -1.3 | -6 | 1 | -1.0 | 0 | 2.4 | -2 | -0.6
O=C1c2ccccc2C(=O)N1CCCc1nc(-c2cccnc2)no1 | -0.6 | 0.6 | 10 | 1 | nt | 1 | 4.7 | -6 | -0.3
Cc1ccccc1C(=O)NC(CC(C)C)C(=O)NCC(C)(C)N1CCOCC1 (stereo unspecified) | -0.2 | 1.3 | -5 | -7 | -0.1 | 2 | -0.3 | 3 | nt
CC1(C)SC2c3ccccc3C(=O)N2[C@@H]1C(=O)NCc1ccco1 (stereo partly specified) | 0.3 | -0.7 | -9 | -7 | 0.1 | -1 | 0.1 | -1 | -1.8
CN(C)S(=O)(=O)c1cccc(NC(=O)COC(=O)CNC(=O)c2cccc([N+](=O)[O-])c2)c1 | -0.7 | -0.9 | -6 | -6 | -2.1 | 0 | 0.9 | 10 | -0.7
Cc1ccc(NS(=O)(=O)c2ccc(C)c(NC(=O)COc3ccc4ccccc4c3)c2)c(C)c1 | 0.4 | -0.1 | -4 | -6 | -1.0 | -2 | 1.5 | 4 | 1.4

The whole of this part, previewed entries included:
SMILES | PfHsp40 yeast | BoNT-A LC inh2 | Anthrax LF prot | BoNT-F LC inh | BioA inh | Mtb FBA inh | Mtb UGM inh | GDH-TPI counter | FadD28 binding
O=C(NCCCNC(=O)c1ccc(Cl)cc1Cl)c1ccccn1 | -0.1 | -1.3 | -6 | 1 | -1.0 | 0 | 2.4 | -2 | -0.6
O=C1c2ccccc2C(=O)N1CCCc1nc(-c2cccnc2)no1 | -0.6 | 0.6 | 10 | 1 | nt | 1 | 4.7 | -6 | -0.3
Cc1ccccc1C(=O)NC(CC(C)C)C(=O)NCC(C)(C)N1CCOCC1 (stereo unspecified) | -0.2 | 1.3 | -5 | -7 | -0.1 | 2 | -0.3 | 3 | nt
CC1(C)SC2c3ccccc3C(=O)N2[C@@H]1C(=O)NCc1ccco1 (stereo partly specified) | 0.3 | -0.7 | -9 | -7 | 0.1 | -1 | 0.1 | -1 | -1.8
CN(C)S(=O)(=O)c1cccc(NC(=O)COC(=O)CNC(=O)c2cccc([N+](=O)[O-])c2)c1 | -0.7 | -0.9 | -6 | -6 | -2.1 | 0 | 0.9 | 10 | -0.7
Cc1ccc(NS(=O)(=O)c2ccc(C)c(NC(=O)COc3ccc4ccccc4c3)c2)c(C)c1 | 0.4 | -0.1 | -4 | -6 | -1.0 | -2 | 1.5 | 4 | 1.4
CCOC(=O)c1cccc(N2C(N)=NC(N)=NC2(C)C)c1 | -0.6 | 0.2 | -1 | 0 | -1.7 | -1 | -0.3 | 5 | -1.2
C=CCOn1c(=O)c(-c2cc3ccccc3o2)[n+]([O-])c2ccccc21 | -0.4 | 10 | 6 | 0 | -5.4 | 0 | 4.8 | 14 | 0.0
O=C(Nc1c(-c2ccccc2)nc2ncccn12)c1cc2ccccc2oc1=O | -1.0 | -1.1 | 5 | -5 | 1.1 | -3 | -0.6 | 28 | -4.6
Cc1nc2nc(-c3ccc(Cl)cc3)[nH]n2c(=O)c1Cc1ccccc1 | 1.2 | -0.3 | 4 | 6 | -3.0 | 2 | -2.5 | -1 | -9.0
CC(C)(C)C(=O)c1cn(CC(=O)NCc2ccc3c(c2)OCO3)c2ccccc12 | 1.4 | 0.6 | 0 | 7 | -3.5 | -5 | -3.3 | 1 | -1.0
CC(OC(=O)CC(C)c1ccccc1)C(=O)Nc1ccc(Cl)cn1 (stereo unspecified) | 4.6 | -0.1 | 4 | 6 | 1.5 | 1 | nt | -7 | -0.8
c1ccc2c(c1)Nc1ccncc1S2 | 0.0 | 0.1 | -11 | -6 | nt | 3 | 3.0 | -3 | -2.0
O=C(NCCc1ccc(Cl)cc1)C1CCCN1C(=O)NCc1ccccc1 (stereo unspecified) | 1.1 | -0.7 | -4 | -20 | 0.3 | 0 | 0.0 | 5 | -2.5
Cc1ccnc(NC(=O)Cc2ccc(-c3ccccc3)cc2)c1 | -0.7 | 0.3 | -1 | -5 | -1.4 | 0 | 1.2 | 7 | -5.8
CCOc1ccc(CCNC(=O)c2ccc(C)c(S(=O)(=O)N3CCOCC3)c2)cc1OCC | 0.0 | -0.2 | -4 | -2 | 6.5 | 2 | nt | 13 | 0.7
O=C1CCCC2=C1C(c1ccc(Cl)cc1)n1c(s/c(=C\c3ccc4ccncc4c3)c1=O)=N2 (stereo unspecified) | 0.8 | 37* | 22 | 17 | nt | -3 | 0.2 | 7 | -0.8
CCCNC(=O)c1ccc2c(=O)c(O)c(-c3ccc(OC)cc3)[nH]c2c1 | 185* | 5.8 | 2 | -9 | -0.3 | 7 | -1.5 | 5 | -4.6
COc1cccc(NS(=O)(=O)c2c(C)cc(C)cc2C)c1 | 4.8 | -0.8 | -1 | -2 | 1.3 | -3 | -3.6 | -11 | -5.8
N=c1sccn1CC(=O)Nc1ccccc1Oc1ccccc1 | -0.3 | -0.6 | -4 | 3 | -0.5 | -1 | 0.3 | 12 | -1.1
Cc1ccc(C(=O)NN2C(=O)/C(=C/c3cccn3C)SC2=S)cc1 | 2.6 | 8.3 | 17 | 0 | -2.8 | -27 | 6.9 | 11 | 13*
COc1ccc(-c2c(C#Cc3ccsc3)c3cc(-c4ccc(CN5CCOCC5)cc4)ccc3n2C)cc1 | 3.9 | 0.3 | -9 | -11 | -1.8 | 3 | -0.1 | 13 | -0.5
CCOC(=O)c1ccc(S(=O)(=O)NCCNCc2ccccc2)cc1 | -0.6 | -0.4 | 2 | -12 | nt | -2 | -0.2 | 1 | -1.7
CC(NC(=O)c1cccc2c1Oc1ccccc1S2)C(=O)O (stereo unspecified) | nt | 0.8 | -10 | 9 | nt | 9 | nt | nt | -0.5
COc1ccc(CCNC(=O)C2CCC(=O)N(CCc3ccc(OC)cc3)C2)cc1 (stereo unspecified) | 2.5 | 0.7 | 1 | 5 | 0.2 | -3 | 0.8 | 0 | 0.1
Cc1ccc(NC(=S)N(N)CCO)cc1 | 0.7 | -0.3 | 0 | 1 | nt | -5 | 3.0 | -13 | -4.5
COc1ccc(NC(=O)CNCCC2=CCCCC2)cc1 | -1.4 | 0.1 | -2 | -4 | 6.6 | -1 | 2.8 | 4 | 0.0
O=C1CCc2cc(S(=O)(=O)Nc3ccccc3F)cc3c2N1CCC3 | -1.8 | nt | nt | nt | 0.6 | -4 | 1.5 | 2 | -1.2
COC(=O)c1ccc(COc2ccc(/C=N/N3CCN(C)CC3)cc2)cc1 | -0.7 | 2.9 | 2 | 17 | nt | 2 | -1.0 | 0 | -2.5
CN(C)C(=O)CCc1ccc2c3c([nH]c2c1)[C@]1(CCC2CCCC2)[C@@H](C(=O)N2CCOCC2)C[C@H](CC(=O)NCCN2CCOCC2)C(=O)N1CC3 | 0.3 | -0.1 | -7 | -2 | -2.3 | 3 | nt | 24 | 0.8
CCOc1cc(C(C(=O)NCC2CCCO2)N(C(=O)Cn2nnc3ccccc32)c2ccccc2C(C)=O)ccc1O (stereo unspecified) | -1.2 | -0.3 | -9 | 1 | nt | 3 | 0.2 | -6 | 0.4
CSc1ccccc1NC(=O)c1ccccc1N(Cc1ccccc1)S(C)(=O)=O | -1.5 | 8.9 | -11 | 11 | -2.8 | -5 | -3.1 | -6 | -11
CN1C(=O)CC(N2CCC(C(N)=O)CC2)C1=O (stereo unspecified) | -0.8 | -0.2 | -5 | -3 | 1.2 | -2 | 0.8 | 6 | 1.1
CCN1CCC(N2CCN(c3ccccc3OC)CC2)CC1 | -0.9 | nt | nt | nt | 0.0 | 0 | -1.3 | 13 | 2.1
O=C(CCC(=O)c1cccs1)NNC(=O)c1cc(Cl)ccc1Cl | -0.9 | 0.1 | 1 | 0 | -0.5 | -2 | 1.8 | -7 | -4.9
COc1ccc(-c2ccc3c(c2)CN(C(=O)CCc2ccccc2)Cc2cnnn2-3)cc1 | nt | 0.0 | -1 | 10 | -6.0 | 63* | nt | nt | -7.9
Cc1ccc(C)c(SCC(=O)Nc2cccc(S(=O)(=O)NC3=NCCCCC3)c2)c1 | 0.8 | 1.0 | 4 | 2 | nt | 4 | 2.1 | 8 | -1.4
COc1ccc(/C=C(\NC(=O)c2ccc(Cl)cc2)C(=O)NCCCn2ccnc2)cc1OC | 1.2 | 3.3 | -6 | 11 | nt | -1 | 1.0 | 23 | 0.4
COc1cc(CCCN[C@H](CN)Cc2ccccc2)cc(OC)c1OC | -2.8 | 0.4 | -6 | -16 | -0.9 | 5 | -2.1 | 12 | -0.8
O=c1[nH]c(N2CCOCC2)nc2ncn(Cc3ccccc3)c12 | -1.0 | -0.5 | -5 | -1 | 1.6 | 1 | -0.3 | -3 | -0.2
Cc1cc(Cl)ccc1NS(=O)(=O)c1c(C)[nH]c(=O)[nH]c1=O | -0.5 | -2.2 | 0 | 10 | 0.1 | 1 | 0.2 | 0 | -4.5
CCC/C=N/O | -0.3 | 0.5 | 3 | 8 | 0.6 | 0 | 1.1 | -2 | 0.9
OCC1(Cc2ccc(Cl)cc2)CCN(CC2CC=CCC2)CC1 (stereo unspecified) | -0.6 | -1.0 | -3 | -5 | 4.5 | -1 | 2.6 | -2 | -2.0
FC(F)(F)c1ccc2c(c1)[nH]c(=S)n2C1CC1 | 0.4 | 0.4 | -1 | -2 | nt | -1 | 4.4 | -4 | -2.2
Cc1cc(C)n(-c2nc3ccccc3nc2Nc2ccc3c(c2)OCO3)n1 | -0.5 | 1.5 | -6 | -7 | -0.9 | 1 | -1.3 | -1 | -3.5
Cc1ccc(-c2nc3c(Cl)cc(C(F)(F)F)cn3c2Cc2cccc(F)c2)cc1 | nt | -0.2 | -4 | -8 | 1.2 | 1 | nt | nt | -2.8
COCCCNC(=O)[C@H]1N2C(=O)c3ccccc3C2SC1(C)C (stereo partly specified) | 0.8 | 1.2 | 6 | 7 | nt | 0 | 2.5 | 16 | -0.7
Cc1ccc2c(c1)C1CN(C)CCC1N2C(=O)c1ccco1 (stereo unspecified) | -0.9 | -1.3 | -3 | -13 | -1.3 | 1 | -0.9 | 7 | -2.1
Cc1cccc(NC(NC(=O)Cc2ccccc2)C(Cl)(Cl)Cl)c1 (stereo unspecified) | -1.1 | 0.4 | -1 | -4 | nt | 2 | -3.1 | 7 | -0.5
Cc1cccc(NC(=O)CNC(=O)CN2C(=O)NC3(CCCc4ccccc43)C2=O)c1C (stereo unspecified) | -0.8 | 1.3 | 2 | 1 | -0.5 | -2 | -0.7 | 7 | -2.5

(more compounds)
SMILES | PfHsp40 yeast | BoNT-A LC inh2 | Anthrax LF prot | BoNT-F LC inh | BioA inh | Mtb FBA inh | Mtb UGM inh | GDH-TPI counter | FadD28 binding
CC(OC(=O)c1ccc2c(=O)n3c(nc2c1)CCCCC3)C(=O)Nc1ccc(F)cc1Cl (stereo unspecified) | -0.7 | -0.2 | 0 | 2 | nt | 0 | -1.7 | -1 | -0.3
COc1ccc(NC(=S)N2CCC(C(=O)c3ccc(F)cc3)CC2)c(OC)c1 | 0.9 | 0.4 | -1 | -1 | nt | 1 | 0.3 | 0 | 1.5
O=C(NCC(c1ccco1)N1CCc2ccccc21)c1cccc(F)c1 (stereo unspecified) | 1.8 | -7.2 | -4 | -6 | 1.6 | -2 | -0.8 | 0 | -2.4
O=C(NC1CCN(Cc2ccccc2)CC1)c1ccc(Oc2cc(Cl)cc(Cl)c2)o1 | 1.0 | -0.2 | -4 | -3 | -1.1 | 1 | 4.6 | 12 | -2.7
COCCn1nnnc1C(c1cccs1)N1CCN(c2cccc(C(F)(F)F)c2)CC1 (stereo unspecified) | -0.7 | 0.2 | -2 | -17 | 0.0 | 1 | -1.9 | 4 | -0.2
CCOC(=O)c1c(/N=C/c2c(O)n(-c3ccc(F)cc3)c(=S)[nH]c2=O)sc2c1CCCC2 | 41* | 101* | 56* | 43* | nt | 5 | 0.4 | 13 | 0.4
CCOc1ccc(CCNC(=O)CCc2nc(-c3ccc(C)cc3)no2)cc1OCC | 1.0 | -0.6 | 0 | -2 | 0.1 | 1 | -1.3 | 6 | -3.2
CC1=C(C(=O)N2CCOCC2)CC(CC(=O)NCC2CCCCC2)C(=O)N1Cc1ccccc1 (stereo unspecified) | nt | -0.5 | 4 | -1 | -2.5 | 0 | nt | 1 | 0.4

Bioassay records from PubChem.
